# From PubChem BioAssay
# ST2 IL33 inh: IL1RL1 inhibition; Q01638; AlphaLISA ST2-Fc/biotin-IL-33 interaction, 1 h; inhibition, % for hits at 17 µM; 78,000 tested, 2.3% active; AID 1259354; in the data active = inhibition above about 30%; inconclusive = mostly about 10% to 28%
# Target sequence (Q01638 whole entry, looked up): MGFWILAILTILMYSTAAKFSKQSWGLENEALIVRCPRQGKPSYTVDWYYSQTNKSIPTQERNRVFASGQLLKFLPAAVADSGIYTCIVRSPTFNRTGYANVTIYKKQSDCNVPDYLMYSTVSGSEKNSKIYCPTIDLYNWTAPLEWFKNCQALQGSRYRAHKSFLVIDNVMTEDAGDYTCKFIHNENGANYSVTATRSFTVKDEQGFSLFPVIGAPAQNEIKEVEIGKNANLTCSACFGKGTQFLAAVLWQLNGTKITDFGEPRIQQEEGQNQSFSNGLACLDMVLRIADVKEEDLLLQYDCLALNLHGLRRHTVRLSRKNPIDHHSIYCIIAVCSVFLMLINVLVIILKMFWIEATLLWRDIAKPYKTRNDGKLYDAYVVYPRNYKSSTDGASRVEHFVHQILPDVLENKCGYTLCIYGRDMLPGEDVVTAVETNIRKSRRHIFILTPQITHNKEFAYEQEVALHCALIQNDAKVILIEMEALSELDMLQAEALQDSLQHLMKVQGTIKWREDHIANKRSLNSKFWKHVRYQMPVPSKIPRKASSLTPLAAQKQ
# Active calls of the source: *; i = inactive; ? = inconclusive. Some of the compounds tested; the hit share may differ from the screen's.
SMILES,ST2 IL33 inh
Cc1c(NC(=O)c2cc(C(C)C)on2)c(=O)n(-c2ccccc2)n1C,i
O=C(CN1C(=O)C2(OCCCO2)c2ccccc21)NCCC1=CCCCC1,i
O=C(Nc1cccc([N+](=O)[O-])c1)C12CC3CC(CC(C3)C1)C2,i
COc1ccc(COCC(O)CN2CCN(c3ccccc3F)CC2)cc1OC (stereo not given),i
CCOC(=O)c1c(NC(=O)CCCn2nc([N+](=O)[O-])cc2C)sc2c1CCCC2,?
CCC1=C(O)c2ccccc2C(=O)C1=O,?
CCOc1ccc(C(=O)Nc2ccc(Nc3nc(C)cc(Nc4ccc(C)cc4)n3)cc2)cc1,?
CCOCCCn1c(SCC#N)nc2c(sc3ccccc32)c1=O,?
CCCN(c1nc(C)cc(OC)n1)S(=O)(=O)c1ccccc1,i
Cc1ccc(C(=O)N2CCCC(CCc3ccc(F)c(F)c3)C2)cc1O (stereo not given),i
CCOc1ccc(C=Nc2c(C)n(C)n(-c3ccccc3)c2=O)cc1,?
CC(C)n1ccnc1CN1CCOC(CC2CCCCC2)C1 (stereo not given),i
C=CCN(Cc1ccccc1OCC)C(=O)c1cccc2c1OCCO2,i
CNc1cnn(-c2ccccc2)c(=O)c1Cl,i
c1ccc(CCCc2noc(-c3ccc(N4CCCO4)nc3)n2)cc1,?
CC(=O)c1ccc(NS(=O)(=O)c2ccc(Br)s2)cc1,i
CC(C)N(C(=O)CSc1nnc(-c2ccccc2)o1)c1ccccc1,i
CCN(CC)CCN1C(=O)C(=O)C(=C(O)c2ccccc2)C1c1ccc(N(C)C)cc1 (stereo not given),i
Cc1cc(O)c(C(c2ccc(Cl)cc2)c2c(O)cc(C)oc2=O)c(=O)o1,i
COc1ccc(S(=O)(=O)Nc2ccccc2C)cc1OC,?
CC(=O)c1ccc(N=Cc2ccc(Br)c([N+](=O)[O-])c2)cc1,?
CN1C(=O)C(O)(CC(=O)c2cc(O)ccc2O)c2ccccc21 (stereo not given),?
CC(=O)c1ccc(N2CCN(C(=O)C3CCCN(S(=O)(=O)c4cnc[nH]4)C3)CC2)cc1 (stereo not given),i
CN(C)c1ncccc1CNC(=O)CCCc1cccs1,i
COc1ccccc1C(=O)Nc1ccccc1NC(=O)c1ccccc1OC,i
Cc1ccc(S(=O)(=O)N2CCCCC2)cc1C(=O)NC1CCCCC1,i
Cn1nc(-c2ccccc2)c2c1NC(=O)CC2c1ccc2nonc2c1 (stereo not given),i
Cn1ncc2c(N3CCC(OCc4cccnc4)CC3)nc(C(C)(C)C)nc21,i
Nc1ccc(C(=O)c2ccc3c(c2)OCCO3)cc1N,?
Cn1c(Br)nc2c1c(=O)n(Cc1ccccc1)c(=O)n2C,i
COc1ccc(CNC(=O)[C@@H](C)[C@@H]2CCc3c(C)cc(OCCN4CCOCC4)c(C)c3C2)cc1,i
Cc1[nH]c2c(C(=O)N3CC[C@H](O)C[C@@H]3C(=O)O)cccc2c1C,i
CC(C)CCCC1CN(C(=O)c2cc3ccccc3[nH]c2=O)CCO1 (stereo not given),?
CCC(=O)N1c2ccccc2NC2=C(C(=O)CCC2)C1c1ccccc1 (stereo not given),?
COc1cc(OC)c(C2C(C#N)=C(N)Oc3n[nH]c(-c4cccc([N+](=O)[O-])c4)c32)cc1OC (stereo not given),?
CN(C)c1ncc(CNCc2cccnc2N2CCCCCCC2)s1,i
C=CCOc1ccc(-c2nn(-c3ccccc3)cc2/C=c2\sc3ncnn3c2=O)cc1,i
Cc1cc(OCC(=O)Nc2ccc([N+](=O)[O-])cc2)cc(C)c1Br,i
CSCC(=O)NCCC[C@H](NC(=O)[C@@H]1[C@@H](NC(=O)NC2CCCCC2)CCN1C(=O)CSC)C(N)=O,i
COc1ccc(NC2CCCN(C(=O)c3cccc(-c4ccccc4)c3)C2)cc1 (stereo not given),?
CC(C)c1ccc(Nc2c(-c3ccccc3O)nc3cnccn23)cc1,i
Cn1c(=O)cc2c3c(c(Br)ccc31)C(=O)c1ccccc1-2,i
Cc1nc2c(C(=O)N(C)Cc3ccccc3)c[nH]n2c(=O)c1Cc1ccc(Cl)cc1,i
CC1Cc2ccccc2N1C(=O)CN(C)S(=O)(=O)c1ccc(C(=O)N2CCOCC2)s1 (stereo not given),i
Cn1c(NC(=O)c2ccc(Cl)c(Cl)c2)nc2ccccc21,i
CCc1cccc(OCCOCCN2CCCC2)c1,i
c1cnn(Cc2ccc(CN3CCC4(CCNCC4)C3)cc2)c1,i
Cc1cc(C)n2ncc(CN(C)C(C)c3ccccn3)c2n1 (stereo not given),i
O=C(N[C@H]1CO[C@H]2[C@@H]1OC[C@@H]2Nc1nccc(-c2cccs2)n1)c1cccs1,i
CN(C)c1ccc(C2C(C(=O)c3cccs3)=C(O)C(=O)N2Cc2cccnc2)cc1 (stereo not given),i
CCCc1c(-c2ccccc2)ncn1Cc1ccc(C(=O)N2CCCC2)cc1,?
C=CCNc1ccccc1C(=O)NC1C(=O)Nc2cc(OC)ccc21 (stereo not given),?
CCC1CCCCN1C/C=C/c1ccccc1[N+](=O)[O-] (stereo not given),?
COc1cc(SC)ccc1C(=O)N1CCN(c2ccc([N+](=O)[O-])cc2)CC1,?
O=C1CN(c2cc(Cl)cc(Cl)c2)S(=O)(=O)c2ccccc2N1,i
CC(NC(=O)Cc1ccc(F)cc1)c1ccccc1 (stereo not given),i
O=C(NCCc1csc2c1CCCC2)c1cn(CC2CCCNC2)nn1 (stereo not given),i
Cc1sc(-c2nsc(=O)o2)cc1[N+](=O)[O-],?
COc1ccc(-c2cc(C(F)(F)F)nc(NCc3cccnc3)n2)cc1,i
Cc1ccc(CN2CCCN(CC(=O)Nc3ccc(C)c(F)c3)S2(=O)=O)cc1,i

# Following part:
SMILES,ST2 IL33 inh
CCOc1ccc(C2C3=C(CCCC3=O)NC3=C2C(=O)c2ccccc23)cc1 (stereo not given),36%*
CCn1cnc2cc(NCc3cc(OC)c(OC)c(OC)c3)ccc21,i
O=C(Nc1ccccc1Br)C1CC(=O)N(c2ccc(Br)cc2)C1 (stereo not given),i
COc1ccc(CCNC(=O)C2CCN(S(=O)(=O)c3ccccc3)CC2)cc1,i
CC(=O)Nc1nonc1-c1nc2ccccc2n1Cc1ccc(Cl)cc1F,?
CC(=O)N[C@H]1C[C@@H](c2nc(-c3ccccc3)no2)N(C)C1,?
Cc1nc2ccccc2c2oc(C(=O)N3CCC(C)CC3)cc12,i
CC(=O)Nc1ccccc1NC(=O)CNCc1ccc2sccc2c1,?
CN1CCCC2(CCN(C(=O)CCN3CCNCC3)C2)C1=O (stereo not given),?
CC1(C)CC(=O)C2=C(C1)N(c1ccccc1C#N)C(N)=C(C#N)C2c1ccsc1 (stereo not given),i
O=C(Nc1ncc(-c2ccccc2)s1)c1ccc(S(=O)(=O)N2CCCC2)cc1,i
COc1ccc(N(C(C)C(=O)Nc2ccccc2C(=O)NC2CCCCC2)S(C)(=O)=O)cc1 (stereo not given),i

# Rewritten bar-delimited: entries from further up.
molecule | ST2 IL33 inh
COc1ccc(CCNC(=O)C2CCN(S(=O)(=O)c3ccccc3)CC2)cc1 | i
CC(=O)Nc1nonc1-c1nc2ccccc2n1Cc1ccc(Cl)cc1F | ?
CC(=O)N[C@H]1C[C@@H](c2nc(-c3ccccc3)no2)N(C)C1 | ?
Cc1nc2ccccc2c2oc(C(=O)N3CCC(C)CC3)cc12 | i
CC(=O)Nc1ccccc1NC(=O)CNCc1ccc2sccc2c1 | ?
CN1CCCC2(CCN(C(=O)CCN3CCNCC3)C2)C1=O (stereo not given) | ?
CC1(C)CC(=O)C2=C(C1)N(c1ccccc1C#N)C(N)=C(C#N)C2c1ccsc1 (stereo not given) | i

# Some of the entries above in a different format.
Structure	ST2 IL33 inh
CC(C)N(C(=O)CSc1nnc(-c2ccccc2)o1)c1ccccc1	i
CCN(CC)CCN1C(=O)C(=O)C(=C(O)c2ccccc2)C1c1ccc(N(C)C)cc1 (stereo not given)	i

# Continued:
SMILES,ST2 IL33 inh
COc1ccc(COCC(O)CN2CCCCC2)cc1OC (stereo not given),i
Cn1c(=O)c2c(ncn2CC(=O)N2CCN(c3ccccc3F)CC2)n(C)c1=O,?
O=C(c1ccoc1)N1CCCN(C2CCC3(CCNCC3)CC2)CC1,i
CN1CCC2(CC1)CN(Cc1ccc(OCc3ccccc3)cc1O)CCN2C,i
O=C(/C=C/c1ccccc1)NC(Nc1cccnc1)C(Cl)(Cl)Cl (stereo not given),?
O=C(NCCCO)c1ccc(CSc2nc3ccccc3c(=O)[nH]2)cc1,?
COc1ccc(OCC(=O)Nc2c(C(=O)Nc3cccc(F)c3)oc3ccccc23)cc1,i
COc1cccc2c1OCCCN(Cc1cc(C#CCO)cs1)C2,i
Cc1nc2sc(C(c3ccccc3)N3CC(C)CC(C)C3)c(O)n2n1 (stereo not given),i
CCN(Cc1ccccc1)S(=O)(=O)c1cccc2cccnc12,i
COc1ccccc1Cc1nc(-c2nonc2N)no1,i
CCN1Cc2ccccc2CC1C(=O)NCCSc1nnnn1C (stereo not given),i
O=C(O)C1C2C=CC(C2)C1C(=O)NCCCn1ccnc1 (stereo not given),i
N#Cc1c(NC(=O)Cn2c(=O)sc3ccccc32)sc2c1CCCC2,i
COc1ccc(C2C(C(=O)Nc3cnc4ccccc4c3)CC(=O)N2c2ccc(OC)cc2)cc1 (stereo not given),i
CC(=O)N1CCN(c2ccc([N+](=O)[O-])c(NC(C)C34CC5CC(CC(C5)C3)C4)c2)CC1 (stereo not given),i
CCC(C)OC(=O)C1=C(C)NC2=C(C(=O)C(C(=O)OC)C(C)C2)C1c1ccc(OC)cc1OC (stereo not given),i
O=C1Nc2cc(Cl)ccc2C(=O)N2CCCCC12 (stereo not given),?
O=C(c1cccc(F)c1)N1CCN2C(=O)N(C3CCCCC3)C(=O)[C@@H]2C1,?
O=C(Cc1ccc(Br)cc1)NC1CCCCC1,?
O=C(NCc1ccccc1)c1ccc2nc3ccccc3c(=O)n2c1,?
COc1ccccc1N(CC(=O)Nc1ccc2c(c1)OCO2)S(=O)(=O)c1ccc(C)cc1,?
Cc1ccc(Oc2cc(C)nc(-c3ccccc3O)n2)cc1,i
CCc1nc(C)sc1CNC(=O)c1ccc2oc(=O)n(C)c2c1,i

# Quoted at random: four entries already listed, in no set order.
SMILES,ST2 IL33 inh
O=C(O)C1C2C=CC(C2)C1C(=O)NCCCn1ccnc1 (stereo not given),i
O=C(NCc1ccccc1)c1ccc2nc3ccccc3c(=O)n2c1,?
N#Cc1c(NC(=O)Cn2c(=O)sc3ccccc32)sc2c1CCCC2,i
Cc1ccc(Oc2cc(C)nc(-c3ccccc3O)n2)cc1,i

# Next part:
SMILES,ST2 IL33 inh
CCC(Oc1ccc(C)c(C)c1)C(=O)O (stereo not given),i
CC1CCCCC1NC(=O)c1cc(=O)[nH]c2ccc(S(=O)(=O)N3CCCCCC3)cc12 (stereo not given),i
CC1(C)CC[C@]2(C(=O)O[C@@H]3O[C@H](CO)[C@@H](O)[C@H](O)[C@H]3O)CC[C@]3(C)C(=CCC4[C@@]5(C)C[C@@H](O)[C@H](O)[C@@](C)(CO)C5CC[C@]43C)C2[C@@H]1O (stereo not given in full),i
O=C(Nc1ccccc1C(=O)O)c1ccc(N2C(=O)C3C4C=CC(C4)C3C2=O)cc1 (stereo not given),i
CCC(NC1CCN(c2ccccc2F)CC1)c1ccccn1 (stereo not given),i
Cn1c(CN2C[C@H](O)C[C@H]2c2nc(-c3ccncc3)no2)nc2ccccc21,i
Cc1csc2ncc(C(=O)Nc3ccc(S(N)(=O)=O)cc3)c(=O)n12,i
Cc1cc(C)c(-n2nnnc2SCC(=O)N2CCCC(C)C2)c(C)c1 (stereo not given),i
O=C1NC(=O)C(CCc2n[nH]c(Cc3ccccc3)n2)N1 (stereo not given),i
Cc1ccc(Cl)cc1NC(=O)C1(S(=O)(=O)c2ccc(Cl)cc2)CC1,i
O=C(Nc1cccc(OCc2cc(=O)n3cc(Cl)ccc3n2)c1)c1cccs1,i
CCC(=O)N1c2ccc(S(=O)(=O)N3CCCCC3C)cc2CC1C (stereo not given),?

# Part of the list above in order of count of non-hydrogen atoms, rising.
SMILES,ST2 IL33 inh
CCC(Oc1ccc(C)c(C)c1)C(=O)O (stereo not given),i
CCC(=O)N1c2ccc(S(=O)(=O)N3CCCCC3C)cc2CC1C (stereo not given),?
Cc1cc(C)c(-n2nnnc2SCC(=O)N2CCCC(C)C2)c(C)c1 (stereo not given),i
CC1(C)CC[C@]2(C(=O)O[C@@H]3O[C@H](CO)[C@@H](O)[C@H](O)[C@H]3O)CC[C@]3(C)C(=CCC4[C@@]5(C)C[C@@H](O)[C@H](O)[C@@](C)(CO)C5CC[C@]43C)C2[C@@H]1O (stereo not given in full),i

# The list continues.
SMILES,ST2 IL33 inh
O=C(NC1CCCCCCC1)C1c2ccccc2C(=O)N1Cc1ccccc1 (stereo not given),?
COc1ccc(OC)c(C2CC(=O)N3CN(c4ccc(C)c(C)c4)CSC3=C2C#N)c1 (stereo not given),i
O=C(CCSc1ccc2c(c1)OCCO2)NCCN1CCCOC1=O,i
CCNC(=O)[C@@H]1C[C@H](N)CN1C(=O)Cc1ccccn1,i
O=S(=O)(NCc1ccccc1Cl)c1ccccc1,i
O=C(c1cncc(N2CC(c3cccnc3)C2)n1)N1CCOCC1,?
CCOc1ccc(/C=C2/SC(=O)NC2=O)cc1,?
O=C1O/C(=C\c2ccccc2)c2ccccc21,?
CCCSc1oc(-c2cccs2)nc1S(=O)(=O)c1ccc(F)cc1,i
Cn1nc(-c2ccc(Cl)cc2)c2cc(C(=O)NC3CC3)sc21,i
COc1ccccc1CNc1ccc2c(c1)ncn2-c1ccccc1,?
COc1ccc(OC)c(C(=O)CN2C3=NCCCN3c3ccccc32)c1,i
Cc1ccc(C2(O)CCN(C(=O)c3cccc(Cn4cccn4)c3)CC2)nc1,?
O=S(=O)(NCc1nc2cccnc2n1Cc1ccc(Cl)cc1)c1ccc(Cl)cc1,i
CCc1nc(CN2CCOc3c(O)cc(-c4cccc(Cl)c4)cc3C2)no1,i
CC1=NN(C(=O)c2ccccc2)C(O)(c2ccc(Cl)cc2)C1 (stereo not given),i
CCC#CCN1CCOc2c(O)cc(-c3nc(C)cnc3C)cc2C1,i
CCC1Oc2ccccc2N(CC(=O)NCCN2C(C)CCCC2C)C1=O (stereo not given),?
O=c1/c(=C/c2cccc([N+](=O)[O-])c2)sc2n1CN(c1ccc3c(c1)OCO3)CN=2,36%*
COc1ccc2cc(C(=O)NC(C)=O)c(=Nc3ccc(C(F)(F)F)cc3)oc2c1,?
